PTPN22 inh 2 – PTPN22 phosphatase inhibitors, primary screen, biochemical, DiFMUP fluorescence, 2 µM | Tyrosine-protein phosphatase non-receptor type 22 (Homo sapiens), Q9Y2R2 | recombinant LYP catalytic domain | inhibition, % at 2 µM | 96,000 tested, 0.21% active;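 active = inhibition at 2 µM at or above a set limit, the screen mean plus 3 SD, cut at about 24% in these data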;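 note: 0% = DMSO with enzyme and 100% = enzyme fully blocked by orthovanadate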
Target sequence (Q9Y2R2 whole entry, looked up, the tested form may be a part): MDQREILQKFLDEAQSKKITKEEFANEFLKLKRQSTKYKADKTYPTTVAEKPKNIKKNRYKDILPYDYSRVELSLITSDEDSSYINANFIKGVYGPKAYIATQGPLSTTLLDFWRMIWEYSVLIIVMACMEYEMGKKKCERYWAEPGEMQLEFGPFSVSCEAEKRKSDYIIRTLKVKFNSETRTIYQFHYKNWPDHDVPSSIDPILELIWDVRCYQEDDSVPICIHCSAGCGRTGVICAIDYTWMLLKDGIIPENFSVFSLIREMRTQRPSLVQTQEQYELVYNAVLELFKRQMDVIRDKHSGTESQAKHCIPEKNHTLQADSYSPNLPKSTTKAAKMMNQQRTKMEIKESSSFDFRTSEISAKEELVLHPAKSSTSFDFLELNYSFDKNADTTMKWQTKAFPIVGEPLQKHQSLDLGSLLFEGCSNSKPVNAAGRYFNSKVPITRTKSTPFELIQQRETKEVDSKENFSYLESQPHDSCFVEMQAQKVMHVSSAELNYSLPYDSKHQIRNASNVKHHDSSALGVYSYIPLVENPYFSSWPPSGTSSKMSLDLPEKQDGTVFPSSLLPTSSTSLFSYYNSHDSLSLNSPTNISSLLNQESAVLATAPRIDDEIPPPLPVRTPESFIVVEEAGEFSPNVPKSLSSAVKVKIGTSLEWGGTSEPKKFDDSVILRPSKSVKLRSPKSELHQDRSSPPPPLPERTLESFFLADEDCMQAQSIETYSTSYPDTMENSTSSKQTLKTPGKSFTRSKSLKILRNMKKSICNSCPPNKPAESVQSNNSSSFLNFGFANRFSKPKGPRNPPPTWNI
Plk1 PBD FP – Plk1 polo box domain binding inhibitors, primary screen, biochemical, fluorescence polarization | AID 693, 2007 | 97,000 tested, 0.13% active | Serine/threonine-protein kinase PLK1 (Homo sapiens), P53350 | inhibition, %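 (tested at about 20 µM)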 | Plk1 PBD phosphopeptide binding; in the data active = inhibition above about 34%, passing the limit was not always enough
Rev-RRE block – HIV-1 Rev-RRE binding inhibitors, primary screen, biochemical, FRET, protein-RNA interaction; P05866; Rev peptide-RRE RNA binding; 97,000 tested, 0.79% active; inhibition, % at 8 µM;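 active = inhibition above the screen-wide mean plus 3 SD, cut at about 35% in these data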;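 note: 0% = median DMSO wells and 100% = median Neomycin B control wells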
Target sequence (P05866 whole entry, looked up): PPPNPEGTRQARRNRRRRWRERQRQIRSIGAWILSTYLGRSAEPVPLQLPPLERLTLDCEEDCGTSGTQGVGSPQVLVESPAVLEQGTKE
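Assay system: Labelled RRE RNA duplex and labelled Rev peptide | Times: 5 min preincubation and 15 min binding, 25 °C | Detection: FRET, ex 480 nm, em 540 and 671 nm | Evaluation: % inhibition of FRET ratio versus controls | Benchmarks: DMSO wells as 0% and neomycin B wells as 100% inhibition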
PTPN22 act – LYP phosphatase activators, primary screen, biochemical, DiFMUP fluorescence, 2 µM | activation, % at 2 µM | 96,000 tested, 0.11% active | recombinant LYP; 0 = plate median, 100 = signal doubled | Tyrosine-protein phosphatase non-receptor type 22 (Homo sapiens), Q9Y2R2;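 active = activation at 2 µM above a set limit, the mean plus 5 SD, cut at about 37% in these data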
EphB4 ephrin blk – EphB4-ephrin-B2 interaction antagonists, primary screen, biochemical, TNYL-RAW peptide probe, fluorescence polarization. Ephrin type-B receptor 4 (Homo sapiens), P54760. EphB4 LBD / TNYL-RAW-Alexa532 peptide. inhibition, % at 7 µM. 97,000 tested, 0.15% active. AID 720, 2007;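 active = inhibition above the screen-wide mean inhibition plus 3 SD, cut at about 15% in these data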;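 note: 0% = DMSO wells and 100% = excess unlabeled TNYL-RAW peptide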
CYP2C9 activ – human CYP2C9 activators, primary screen, biochemical, luminescence; 96,000 tested, 1.4% active; activation factor at 5 µM; recombinant CYP2C9, luciferin-H conversion; active compounds read high; factor 1 = untreated enzyme, 0 = blocked;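 active = activation factor of 2 or more for CYP2C9 at a 5 µM dose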;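 note: 0 = sulfaphenazole-blocked wells and 1 = vehicle-only wells; values of inactives mirror those of a sister screen read the other way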
Calb biofilm kill – clotrimazole potentiators killing Candida biofilms, primary screen, with clotrimazole, Alamar Blue | inhibition, % at 6 µM | 85,000 tested, 0.14% active | C. albicans biofilm + clotrimazole | AID 834, 2007;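 active = inhibition above 20%; inactive = inhibition below 20%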;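 note: preformed 24 hr biofilms exposed to compound for 48 hr; 0% = biofilm without compound and 100% = blank killed by clotrimazole plus chlorhexidine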
CYP2C9 inh – blockers of cytochrome P450 2C9 activity – biochemical, luminescence, ADME assay, primary screen; CYP2C9 Supersomes, luciferin-H conversion; inhibition, % at 5 µM; P11712; AID 777, 2007; 96,000 tested, 20% active;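 active = blocking of liver enzyme CYP2C9 beyond about 50% at 5 µM, limit read from the data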; note: values of inactives mirror those of a sister screen read the other way
PLK1 inh – human PLK1 kinase inhibitors, primary screen, biochemical, TR-FRET. Serine/threonine-protein kinase PLK1 (Homo sapiens), P53350. 97,000 tested, 0.53% active. inhibition, % at 10 µM. recombinant PLK1 kinase, TR-FRET peptide phosphorylation;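 active = inhibition of 50% or more in the single-concentration screen; inactive = inhibition below 50%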;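 note: 0% = DMSO max control and 100% = H-89 dihydrochloride min control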
Active calls of the source: *; x = no result given. Rows are unselected; any-hit rate near 20%.

molecule	PTPN22 inh 2	Plk1 PBD FP	Rev-RRE block	PTPN22 act	EphB4 ephrin blk	CYP2C9 activ	Calb biofilm kill	CYP2C9 inh	PLK1 inh
CN1CC=C2C(C#N)=C(N)C(C#N)(C#N)C(Cc3ccccc3)C2C1 (stereo not drawn)	16.1	-15.2	72.4*	-19.9	-0.1	0.6	8.2	44.3	0.5
CNC(=O)c1nnn(Cc2ccccc2)c1NC(C)=O	-4.8	3.4	4.5	1.6	-2.6	1	3.7	0.6	-10.7
Cc1ccc(-n2[nH]c(C)c(/C=N/n3c(C)nc4ccccc4c3=O)c2=O)cc1	0.5	-7.4	11.8	0.1	-1.1	0.4	6.6	55.4*	-8.2
COC(=O)c1cc(NS(=O)(=O)c2ccc(N3CCCCC3)c([N+](=O)[O-])c2)cc(C(=O)OC)c1	0.1	-0.8	12.9	4.2	8.7	0.8	x	22.1	-9.1
Cc1onc(-c2ccccc2)c1C(=O)n1cccn1	-5.5	-7.7	6.8	6.0	1.6	0.9	4.2	7.2	-12.6
CCC(=O)Nc1cccc(NC(=O)CSc2nnnn2C)c1	8.4	-6.4	2.9	-7.9	-6.6	1	2.6	0.5	3.2
COc1ccc(CCNC(=O)N2CCOCC2)cc1	-2.7	1.1	3.6	-0.8	0.0	x	6.8	x	-6.6
O=C(NCCc1csc(-c2ccccc2)n1)c1cccs1	-11.7	14.1	7.0	8.3	4.0	0.3	2.5	73.9*	-5.4
O=C(CSc1ncn[nH]1)Nc1ccccc1Sc1ccccc1	4.1	15.8	-2.3	-2.6	-1.5	0.5	x	45.4	-6.7
CN(CC(CC(=O)Nc1nncs1)c1ccccc1)S(=O)(=O)c1ccc(Br)cc1 (stereo not drawn)	-16.8	35.1	11.3	16.1	-0.8	0.4	8.3	56.6*	-9.7
Cc1nn(C)c(C)c1NC(=O)c1ccc(Cl)cc1	-3.6	10.0	0.0	5.7	-4.8	0.9	4.8	7.5	0.6
COc1ccc2c(C)cc(N3CCN(c4ccc(F)cc4)CC3)nc2c1	9.7	7.2	14.4	-8.8	4.3	2.3*	0.4	-126.5	-2.6
Cc1cc(C(=O)OCC(=O)NCCCN2CCCC2=O)c2ccccc2n1	-5.2	-27.5	4.5	1.7	-6.5	1	7.7	-4.1	-5.3
CCOCc1nnc(NC(=O)c2cc(Cl)ccc2OC)s1	0.0	-26.7	3.6	-4.1	-1.0	1.3	x	-31.9	-9.9
CCOC(=O)N1CCC(Nc2c(Nc3cccc(CC)c3)c(=O)c2=O)CC1	1.9	5.2	7.7	-2.2	1.3	0.6	-0.2	36.1	-4.2
CCC(C)[C@@H](C(=O)Nc1ccc(OC)c(OC)c1)N1Cc2ccccc2C1=O (stereo partly drawn)	-6.2	-2.4	9.6	3.2	2.0	0.8	11.1	22.2	-9.5
CC(=O)Nc1ccc(S(=O)(=O)Nc2cccc(N(C)S(C)(=O)=O)c2)cc1	-12.6	12.1	-0.7	10.2	-2.1	1.1	9.0	-10.8	-8.3
CCCc1c(O)nc(SCc2ccccc2)[nH]c1=O	-9.3	6.8	6.8	3.8	-4.8	1	3.6	3.1	-10.9
CC(NC(=O)CN1CCN(c2ncccn2)CC1)c1ccc(F)cc1 (stereo not drawn)	-1.8	-2.0	3.3	5.4	4.7	0.1	2.6	92.5*	9.0
CN=Cc1nc(-c2ccccc2)oc1O	-13.4	-0.7	4.9	5.3	-5.2	x	0.4	x	-8.8
Cc1noc(C)c1S(=O)(=O)N1CCCC(C(=O)Nc2cccnc2)C1 (stereo not drawn)	-5.4	8.2	-3.0	3.3	-4.2	1	x	1.8	-1.3
O=C(COc1ccc2ccc(=O)oc2c1)Nc1ccc2c(c1)OCCO2	1.5	-13.9	-0.9	-3.0	-5.0	x	4.4	x	-4.4
Nc1ccc(S(=O)(=O)c2ccc(Cl)cc2)cc1	-5.2	6.6	8.3	7.2	0.6	3.7*	-5.7	-274.1	-11.8
COc1cc(OC)c(NC(=O)CCc2ccccc2)cc1Cl	-2.9	-1.4	8.9	3.9	-7.5	1.5	3.1	-54.3	-2.6
CCCCCCCCOC(=O)CCn1[nH]c(=O)c2ccccc2c1=O	1.1	8.3	-2.2	1.8	4.6	0.3	5.2	66.0*	-9.7
Cc1ccc(Cn2nc(C)c(NC(=O)C3(C)CC3(Br)Br)c2C)cc1 (stereo not drawn)	-0.1	15.7	1.9	-0.6	-2.1	x	5.9	x	-14.7
COc1ccc(S(=O)(=O)N[C@H](C(=O)N2CC[C@@]3(O)CCCC[C@H]3C2)c2ccccc2)cc1	4.1	-14.8	1.6	-6.7	-1.2	0.7	1.0	29.5	-1.8
CCn1c(=O)cc(OCC(=O)N(C)c2ccccc2F)c2ccccc21	-1.7	-6.8	-0.7	0.2	-3.3	0.7	8.7	31.8	-6.4
Cc1nn(CC(=O)NCc2cccc3ccccc23)c(=O)c2ccccc12	10.5	-0.3	1.1	-8.1	0.8	2.2*	2.2	-115.4	-16.1
COc1cccc(C2CC(c3ccccc3OC)n3nc(N)nc3N2)c1 (stereo not drawn)	-0.5	5.6	3.6	0.5	-0.1	0.9	-7.1	11.3	-8.4
O=C(Nc1nnc(-c2ccco2)s1)C1CCCCC1	-0.1	-1.0	1.8	-0.3	-5.3	0.8	5.2	16.3	-12.3
C=CCn1c(Cc2cccs2)nnc1SCC(=O)c1cccc(Br)c1	9.2	-19.4	6.8	-11.1	-0.5	0.7	0.7	33.6	-3.0
COc1cccc(CC2CC(=O)N(CCc3ccc4c(c3)OCO4)C2=O)c1 (stereo not drawn)	-8.5	1.1	3.7	10.8	-4.8	0.5	1.5	46.7	0.2
O=C(COC(=O)c1ccccn1)NCCCc1ccccc1	1.3	-21.1	6.6	-1.8	11.4	0.8	9.0	15.8	-6.6
CCOCCCNC(=O)CCNC(=O)c1cc(OC)c(OC)c(OC)c1	-10.9	-16.2	4.0	9.4	-1.6	1.1	6.0	-12.4	-13.5
CCOc1ccc2nc(NC(=O)CN3CCN(c4ccccn4)CC3)sc2c1	4.8	-23.4	16.2	-2.6	2.9	1	2.2	4.8	-1.3
Cn1c2ccccc2c2c(C(=O)NCc3ccco3)cn(C3CCCCC3)c(=O)c21	6.7	-8.5	7.9	-4.7	6.5	0.5	5.0	45.4	-44.3
CCC(=O)c1ccc(CCCCCC(=O)O)s1	-17.7	-34.2	1.8	15.2	3.1	0.7	11.2	32.7	-10.8
CCSc1nnc([C@@H]2CCCN2C(=O)OC(C)(C)C)o1	-4.5	-27.4	6.5	8.4	7.8	0.9	-0.3	11.3	-3.5
c1ccc(C2CC(c3ccccc3)n3ncnc3N2)cc1 (stereo not drawn)	-0.3	14.9	3.1	0.1	0.7	0.5	5.8	45.3	-18.1
Cn1c(=O)[nH]c(=O)c2c1nc(N1CCN(c3ccccc3)CC1)n2CCSc1ncccn1	-6.5	-26.1	8.6	5.5	6.3	0.8	x	18.5	-20.3
COc1nc(OC)nc(N2CCCCCC2)n1	-11.9	-16.1	0.3	10.5	-4.1	x	0.7	x	-9.8
Cc1ccc(Cl)c2c1NC(=O)C2(O)CC(=O)c1ccccc1O (stereo not drawn)	-0.1	-14.2	4.0	-2.7	4.1	x	-10.1	x	-7.2
COc1ccc2c(c1)-c1c(ssc1=S)C(C)(C)N2	10.8	-7.9	5.1	-12.0	5.1	x	8.4	x	-2.3
CCOC(=O)c1cnc(SCC(=O)Nc2nc(C)c(C)s2)nc1N	-7.4	-18.9	1.2	5.5	-2.6	0.1	7.2	91.0*	6.4
COc1ccc(CCNC(=O)C2CCCN(c3nn4c(=O)cc(C)nc4s3)C2)cc1OC (stereo not drawn)	1.3	-5.7	5.1	-4.2	-5.7	x	8.7	x	-3.8
COC(=O)Nc1ccc(S(=O)(=O)N(C)CC(F)(F)C(F)F)cc1	2.1	-17.4	4.2	-2.0	5.7	0.4	1.5	59.2*	-5.6
CCOC(=O)N1CCN(C(=O)CSCC(=O)Nc2nc(-c3ccc(-c4ccccc4)cc3)cs2)CC1	1.1	0.4	3.9	-1.1	2.8	0.6	4.8	44.1	-8.7
Cc1nn(-c2ccccc2)c(CC(C)(C)C(=O)O)c1C(=O)O	-0.6	18.0	5.7	-3.6	-3.6	1.1	x	-10.3	-7.6
Cc1cc(=O)[nH]c(Nc2c(C)n(C)n(-c3ccccc3)c2=O)n1	-5.6	-9.1	10.5	3.7	0.2	1.1	6.8	-14.4	-6.8
CCOc1ccc(S(=O)(=O)N2CCCCC2)c2ccccc12	-4.3	-12.1	14.7	2.1	-6.1	1.5	8.1	-48.6	9.0
N#Cc1c(-c2ccccc2)[nH]c(=S)[nH]c1=O	-8.2	4.9	9.9	9.7	14.4	0.7	1.2	30.3	2.0
CCCCc1nc2ccccc2c(NC(=O)CN(CC)CC)c1CCC	15.9	-19.7	-1.1	-15.0	4.7	0.8	2.1	19.1	-0.7
COc1ccc2oc(=O)c(C(=O)N3CCN(c4ccc(F)cc4)CC3)cc2c1	-4.9	-0.3	-0.1	1.3	4.0	x	-1.7	x	-9.7
CC(=O)c1ccc(NC(=O)CSCC(=O)Nc2ccc3ccccc3c2)cc1	6.3	-4.7	10.8	-3.8	-8.7	0.5	0.5	54.7*	-4.3

Source: PubChem (several laboratories)
